p53ts 39C kill: kills p53ts cells at the nonpermissive temperature. H1299-p53A138V viability at 39C, ATP luminescence, 24 h. Potency, µM (top dose mostly 46.1 µM), for the others: top-dose activity change, negative = cell killing, actives largely listed as cytotoxic. hit rate 1.5% among 130,000. AID 902; also: nearly all actives have a fitted effect of over 55% in size
p53ts 32C tox: cytotoxicity in p53ts cells at permissive temperature | hit rate 0.93% among 130,000 | Potency, µM (series often up to 46.1 µM), inactives show at the highest dose activity change, negative = cytotoxicity, actives largely listed as cytotoxic | H1299-p53A138V at 32C, ATP luminescence viability, 24 h;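 also: 0% = DMSO and -100% = full killing by reference compound; nearly all actives have a fitted effect of over 55% in size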
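H1299-p53 A138V cells (temperature-sensitive p53) exposed 24 h to up to 46 uM compound at 32C, where p53 is wild-type in conformation. Viability read as ATP luminescence and normalised to DMSO and 100 uM tamoxifen. AC50 fitted with the Hill equation.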
IkB signaling: inhibitors of IkB signaling in ABC-DLBCL cells; ABC-DLBCL IkBa-CBG/CBR dual luciferase ratio, 4 h; response scale: scaled: untreated 0%, proteasome inhibitor 100%; Potency, µM (titrated, usually from 57.1 µM), without a hit: at the highest dose IkBa stabilization activation; hit rate 0.04% among 110,000; active = well fitted curve in the direction sought with a large enough effect in the signal ratio, not every such curve was filed as active; inconclusive = small, poorly fitted or top-dose-only effect, or a change in a side signal; the % refers to the signal ratio;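 also: the direction sought is a rising ratio; 0% = basal untreated cells and 100% = reference inhibitor full response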
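Luminescence ratio of IκBα-fused green versus native red beetle luciferase in OCI-Ly3 cells, 4 h post-doxycycline with compound; red signal alone, scaled from basal (0%) to zero light (-100%), flagged nonspecific or cytotoxic effects.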
Imprint erasure: genomic imprint erasure induction | mouse ES Peg3-LacZ reporter, beta-gal luminescence, 40 h | Potency, µM (highest dose often 60.7 µM), inactives show at the top dose activity change, positive = activation, usual class: activators | hit rate 0.02% among 110,000;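 also: 0% = negative control wells on the plate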
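Imprint erasure is scored as LacZ activity from the silenced maternal Peg3 allele in feeder-free female ES cells cultured 40 h with LIF. Luminescence is normalized to in-plate negative controls and fitted to the Hill equation.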
* hit, by the source's call; ? = inconclusive; . = not tested or not shown; & = joins results of further samples; [ ] = dose if it differs, or a comment. Unless noted, calls follow the shape of the dose curve; as a rule, active = well fitted curve in the direction sought with a large enough effect; inconclusive = small, poorly fitted or top-dose-only effect, or another doubt; inactive = no such curve, though single readings can be large; an effect the other way counts as inactive or inconclusive. Unless noted, % is scaled to controls: 0 for no effect and ±100 for the full control effect; potency is read from the fitted curve at half-maximal effect.

SMILES | p53ts 39C kill | p53ts 32C tox | IkB signaling | Imprint erasure
COCCCNC(=O)CSc1nc2cc(OC)c(OC)cc2c2nc(-c3ccccc3)nn12 | 30% | 1% | -2.9% | 6%[10.9 µM]
Cc1ccc(C)c(OCC(O)CN2C(C)CCCC2C)c1 (stereo not drawn) | -14% | -18% | -0.1% | -7%
Cc1cc(Nc2ccccc2C)n2nc(Cc3ccc(Cl)cc3)nc2n1 | -27% | -4% | ? | 10%[10.9 µM]
CNC(=O)c1ccccc1 | -2% | -1%[1.84 µM] | 1.3% | 1%
COC(=O)[C@@]1(Cc2ccc(F)cc2)[C@@H]2C(=CC(=O)[C@H]2CC(=O)C(=O)N2CCCC2)CN1C(=O)c1ccccc1 | 204%[activator] | 134%[activator] | . | -27%
CCOC(=O)N1CCN(C(=O)c2ccc3c(=O)n(Cc4ccc(Cl)cc4)c(=S)[nH]c3c2)CC1 | -7% | 11% | 0.3% | -4%
N#Cc1ccccc1-c1ccc2ncnc(NCc3ccccc3)c2c1 | -20% | -18% | 4.5%[11.4 µM] | -14%
CCC(=O)N1CCc2cc(S(=O)(=O)CCC(=O)NCc3cccs3)ccc21 | -1% | -4% | -0.6% | -3%
COc1ccc(COC(=O)N/N=C2/C[C@@H](O)[C@@H](O)[C@@H]3[C@@H]4C(=O)N(C5CCCCC5)C(=O)[C@H]4CC[C@@H]23)cc1 | 6%[9.22 µM] | -5%[9.22 µM] | . | .
COc1cccc2cc(C(=O)N3CCN(C/C=C/c4ccccc4)CC3)c(=O)oc12 | -12% | 5% | 4.0% | -5%
CC(=O)Nc1ccccc1OCc1cc(=O)n2c3c(sc2n1)CCCC3 | -22% | -5% | -0.4% | -14%[10.9 µM]
O=C1C2C3C=CC(C3)C2C(=O)N1CC1CCCO1 (stereo not drawn) | 6% | -8% | 0.0% | 1%
O=C(CSc1nccn1Cc1ccc(F)cc1)NCc1ccco1 | -18% | -2% | 0.8% | 5%[10.9 µM]
O=S(=O)(c1ccccc1)c1ccc(NCc2ccco2)cc1 | 1% | 25% | -0.7% | -14%
COc1ccc(N2CCN(/C(=N\S(=O)(=O)c3ccccc3)Nc3nc(C)cc(C)n3)CC2)cc1 | 5% | 5% | 1.4% | 4%
Fc1ccccc1N1CCN(c2c3c(nc4nncn24)CCC3)CC1 | -13% | -12% | ? | -17%[10.9 µM]
CCOc1ccc(NC(=O)c2oc3ccccc3c2NC(=O)C2CC2)cc1 | -18% | 0% | 4.1% | -10%
N#C/C=C1\n2c(nc3ccccc32)OC12CCCCC2 | 13% | 18% | -0.9% | 0%
Cn1cccc1C(=O)OCC(=O)Nc1ccc2c(c1)CCC2 | -11% | -9% | 0.2% | -16%
Cc1ccc(-c2nc(CS(=O)CC(=O)N3CCN(c4ccccc4)CC3)c(C)o2)cc1 (stereo not drawn) | ? | 3% | ? | 12%[10.9 µM]
O=C(NCCCN1CCOCC1)NC12CC3CC(CC(C3)C1)C2 | -5% | -1% | -4.1% | -6%
CCOc1ccc(N(C)S(=O)(=O)c2cc(-c3cc(C)no3)ccc2OC)cc1 | 0% | 2% | 3.2% | -9%[10.9 µM]
O=C(Nc1nc2c(s1)CCc1ccccc1-2)c1ccco1 | 1% | 16% | ? | -23%
COc1ncc2nc(CCc3ccccc3)c(=O)n(-c3ccccc3)c2n1 | 5% | -9% | -4.1%[11.4 µM] | -13%
Cc1ccc(Cl)cc1N1CCN(C(=O)CCc2nnc3n(C)c(=O)c4ccccc4n23)CC1 | ? | 3% | ? | -4%[10.9 µM]
Cc1cccc(CN2CCN(CC(=O)O)C2=O)c1 | 0% | -5% | 1.0% | 4%
OC(COCC1COc2ccccc2O1)CN1CCCCC1 (stereo not drawn) | 2% | 2% | . | .
CCc1ccc(N2CCn3c2nc2c3c(=O)n(Cc3c(F)cccc3Cl)c(=O)n2C)cc1 | ? | -2% | ? | -13%[10.9 µM]
CS(=O)(=O)N(CC(=O)NCc1ccc2c(c1)OCO2)c1ccccc1 | 10% | 2% | -0.8% | 6%
CCCn1c(=O)n(-c2cc(Cl)c(OC)cc2OC)c(=O)c2c3c(sc21)CN(C(C)=O)CC3 | -17% | 3% | 6.5% | -11%[10.9 µM]
CN(C)c1ccc(C2CC(=O)NC3=C2C(=O)CC(C)(C)C3)cc1 (stereo not drawn) | 5% | 3% | 2.0% | -16%
COc1ccc2c(c1OC)C(=O)O[C@H]2C1c2c(cc3c(c2OC)OCO3)CCN1C (stereo partly drawn) | 3%&-5% | 1%&5% | . | 0%&-20%
O=C(Nc1ccc(F)c(F)c1)c1cc(S(=O)(=O)NCc2ccc3c(c2)OCO3)ccc1F | -21% | 6% | ? | -12%[10.9 µM]
COc1cccc(CNC(=O)C2CCCN(S(C)(=O)=O)C2)c1 (stereo not drawn) | 9% | 6% | -1.2% | -13%
COc1ccc(C(=N/O)/C(=N/O)c2ccc(OC)cc2)cc1 | 1% | 3% | 1.5% | 16%
Cc1c(C(=O)OC2CCCCCC2)[nH]c2c1C(=O)CC(c1ccccc1Cl)C2 (stereo not drawn) | 7% | 13% | 4.5% | -15%[10.9 µM]
COc1cccc(C(c2sc3ncnn3c2O)N2CCc3ccccc3C2)c1 (stereo not drawn) | 15% | -3% | -4.0% | -9%
COCCn1c(=O)cnc2cnc(N3CCNCC3)nc21 | 3% | -2% | 2.6%[11.4 µM] | .
C[C@H](O/N=C1/[C@H]2O[C@@H]2[C@@H](O)[C@H]2[C@H]1CCn1c(=O)n(-c3ccccc3)c(=O)n12)c1cn([C@H]2COC[C@H]2O)nn1 | -2%[9.22 µM] | -4%[9.22 µM] | . | .
CC(C)c1ccccc1 | 3% | 1%[1.84 µM] | -0.4% | -3%

Ordered by heavy-atom count (highest first): some entries from above.
SMILES | p53ts 39C kill | p53ts 32C tox | IkB signaling | Imprint erasure
C[C@H](O/N=C1/[C@H]2O[C@@H]2[C@@H](O)[C@H]2[C@H]1CCn1c(=O)n(-c3ccccc3)c(=O)n12)c1cn([C@H]2COC[C@H]2O)nn1 | -2%[9.22 µM] | -4%[9.22 µM] | . | .
Cc1ccc(Cl)cc1N1CCN(C(=O)CCc2nnc3n(C)c(=O)c4ccccc4n23)CC1 | ? | 3% | ? | -4%[10.9 µM]
CCc1ccc(N2CCn3c2nc2c3c(=O)n(Cc3c(F)cccc3Cl)c(=O)n2C)cc1 | ? | -2% | ? | -13%[10.9 µM]
COc1ccc2c(c1OC)C(=O)O[C@H]2C1c2c(cc3c(c2OC)OCO3)CCN1C (stereo partly drawn) | 3%&-5% | 1%&5% | . | 0%&-20%
Cc1c(C(=O)OC2CCCCCC2)[nH]c2c1C(=O)CC(c1ccccc1Cl)C2 (stereo not drawn) | 7% | 13% | 4.5% | -15%[10.9 µM]
COc1ncc2nc(CCc3ccccc3)c(=O)n(-c3ccccc3)c2n1 | 5% | -9% | -4.1%[11.4 µM] | -13%
CS(=O)(=O)N(CC(=O)NCc1ccc2c(c1)OCO2)c1ccccc1 | 10% | 2% | -0.8% | 6%
O=C(NCCCN1CCOCC1)NC12CC3CC(CC(C3)C1)C2 | -5% | -1% | -4.1% | -6%
OC(COCC1COc2ccccc2O1)CN1CCCCC1 (stereo not drawn) | 2% | 2% | . | .
O=C(Nc1nc2c(s1)CCc1ccccc1-2)c1ccco1 | 1% | 16% | ? | -23%
Cc1cccc(CN2CCN(CC(=O)O)C2=O)c1 | 0% | -5% | 1.0% | 4%
CC(C)c1ccccc1 | 3% | 1%[1.84 µM] | -0.4% | -3%

Next part.
SMILES | p53ts 39C kill | p53ts 32C tox | IkB signaling | Imprint erasure
O=C(CCCNS(=O)(=O)c1cccs1)N1CCc2ccccc2C1 | 3% | 8% | 0.8% | 1%
Nc1nc(C(=O)N2CCOCC2)nn1S(=O)(=O)c1ccc(Cl)cc1 | -2% | 7% | 0.4% | -2%
CC(C)C(=O)Nc1ncc2c(n1)CC(c1cccs1)CC2=O (stereo not drawn) | 12% | -6% | . | .
COc1ccc(C2(CNC(=O)c3ccc(Br)o3)CCOCC2)cc1 | 6% | 6% | 0.0% | -4%
Cc1cccc2nc(Cn3c(=O)n(CCC(=O)NCc4ccco4)c(=O)c4ccccc43)cc(=O)n12 | 1% | -11% | -0.3% | 1%
CCSc1nnc(-c2cccs2)o1 | 5% | 8% | -0.9% | -1%
COc1ccc(CCNC(=O)CCCCn2c(=O)c3ccccc3n(Cc3cccc(C)c3)c2=O)cc1OC | 4% | 9% | ? | -14%[10.9 µM]
Cc1ccc(-n2ncc(C(=O)N3CCN(c4ccccn4)CC3)c2C2CCN(C(=O)OC(C)(C)C)CC2)cc1 | 16% | 6% | ? | -4%[10.9 µM]
Cc1cccc(NC(=O)C2CCN(c3nnc(C)c4c(C)n(-c5ccccc5)nc34)CC2)c1C | 21% | -6% | 0.5% | 3%[10.9 µM]
CCCc1cc(=O)oc2cc(C)c3c(C)coc3c12 | -13% | 14% | -7.2% | -13%
Cc1ccc(CNC(=O)CCNS(=O)(=O)c2cccc3nsnc23)cc1 | -17% | 14% | ? | 6%[10.9 µM]
CCN(CC)S(=O)(=O)c1cccc(-c2nnc(SCCOc3ccccc3C)o2)c1 | -3% | 7% | ? | -21%
COc1cc(O)c(C(C)=O)cc1OC | 0% | 3% | . | .
CCOc1ccc(NC(=O)CSc2nnc(COc3c(C)cccc3C)o2)cc1 | 3% | 1% | 1.0% | -6%
Cc1cccc2cc(CN(CC3CCCO3)C(=O)c3cnccn3)c(=O)[nH]c12 (stereo not drawn) | 14% | 6% | 0.0% | 22%
CCOC(=O)c1c(C)oc2c1cc(NS(=O)(=O)c1ccc(C)cc1)c1ccccc12 | -9% | 7% | 1.9% | -6%[10.9 µM]
CCSc1nsc(SCC)c1C(N)=O | 1% | -4% | 0.1% | 1%
O=C(CC1(O)C(=O)N(CCc2ccccc2)c2ccccc21)c1ccco1 (stereo not drawn) | 6% | 1% | 1.2% | -26%
Cc1cccc(Cn2c(SCc3ccc(C(=O)N4CCCCCC4)cc3)nc3ccncc32)c1 | ? | -11% | ? | -25%[10.9 µM]
CC(CC(=O)O)CC1=NS(=O)(=O)c2ccccc2N1 (stereo not drawn) | -1% | -4% | -1.8% | 12%
COc1ccc(C(=O)NCCc2nnc(SCC(=O)Nc3ccccc3)n2C)cc1 | -23% | -20% | 1.2% | 7%
COc1cccc(Cn2c(=O)c(C)nc3cnc(Nc4cccc(OC)c4)nc32)c1 | -8% | -2% | -4.1%[11.4 µM] | ?
CCCCn1c(N)c(N(CCOC)C(=O)CSc2nc3ccc(C)cc3[nH]2)c(=O)[nH]c1=O | -5% | 5% | 0.4% | -1%
COC(=O)C(O)C1C(C)(C)C(OC(C)=O)C2CC3=C4CC(=O)OC(c5ccoc5)[C@]4(C)CCC3[C@@]1(C)C2=O (stereo partly drawn) | 28% | 31%[activator] | . | -13%
CCOC(=O)C(CC)Sc1nc2c(c(=O)[nH]c(=O)n2C)n1CCc1ccccc1 (stereo not drawn) | 7% | 0% | -1.4% | 4%
COc1ccc(CNC(=O)c2cc3cccc(OC)c3oc2=O)cc1 | 19% | -9% | -0.6% | -12%[10.9 µM]
O=C(O)[C@@H]1[C@@H]2C[C@H]([C@@H](Br)[C@H]2N2C(=O)CCC2=O)[C@@H]1C(=O)O | -7%[9.22 µM] | -11%[9.22 µM] | -1.3%[11.4 µM] | -9%[10.9 µM]
O=C(CC1Oc2ccccc2NC1=O)NCCCN1CCN(C2CCCCC2)CC1 (stereo not drawn) | 2% | 6% | 7.5% | -6%
O=[n+]1cc(-c2cc3ccccc3o2)n([O-])c2c1CCCC2 | -3% | -5% | 24% | -32%[inhibitor]
O=C(CCSc1nnnn1-c1ccccc1)N1CCOCC1 | 10% | 0% | 3.2% | 6%
CCCn1c(SCC(=O)c2ccc3c(c2)OCCO3)nnc1C(C)C | -4% | 2% | 0.8% | -17%
CC(=O)N1CCc2cc(S(=O)(=O)CCC(=O)Nc3cccc(F)c3)ccc21 | 12% | -1% | 1.4% | -17%
CCOC(=O)CC(NC(=O)c1ccco1)c1ccccc1Cl (stereo not drawn) | 5% | 31%[activator] | 0.9% | -8%

Compound activity (PubChem)
